Screening results (PubChem)
EPAC2 antagonist – qHTS for Antagonist of cAMP-regulated guanine nucleotide exchange factor 2 (EPAC2): primary screen. Rap guanine nucleotide exchange factor 4 (Homo sapiens), Q8WZA2. EPAC2 GEF exchange of Rap1B-BODIPY-GDP, fluorescence. Potency, µM (titrated, usually from 114 µM), for inactives: at the highest dose activity, negative = inhibition, most hits filed as inhibitors. actives 0.18% (n = 360,000). AID 720708, 2013; also: % is scaled to controls: 0 for no effect and ±100 for the full control effect; nearly all actives have a fitted effect of over 45% in size; many of its hits are not listed in these tables
EPAC1 antagonist – qHTS for Antagonist of cAMP-regulated guanine nucleotide exchange factor 3 (EPAC1): primary screen; AID 720709, 2013; Potency, µM (top dose mostly 115 µM), inactives show top-dose activity change, negative = inhibition, actives largely listed as inhibitors; EPAC1 GEF assay, Rap1b-BODIPY-GDP exchange fluorescence; Rap guanine nucleotide exchange factor 3 (Homo sapiens), O95398; actives 0.14% (n = 360,000);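 also: plate controls were vehicle for no effect and positive control for full effect; nearly all actives have a fitted effect of over 50% in size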
Target sequence (O95398 whole entry, looked up): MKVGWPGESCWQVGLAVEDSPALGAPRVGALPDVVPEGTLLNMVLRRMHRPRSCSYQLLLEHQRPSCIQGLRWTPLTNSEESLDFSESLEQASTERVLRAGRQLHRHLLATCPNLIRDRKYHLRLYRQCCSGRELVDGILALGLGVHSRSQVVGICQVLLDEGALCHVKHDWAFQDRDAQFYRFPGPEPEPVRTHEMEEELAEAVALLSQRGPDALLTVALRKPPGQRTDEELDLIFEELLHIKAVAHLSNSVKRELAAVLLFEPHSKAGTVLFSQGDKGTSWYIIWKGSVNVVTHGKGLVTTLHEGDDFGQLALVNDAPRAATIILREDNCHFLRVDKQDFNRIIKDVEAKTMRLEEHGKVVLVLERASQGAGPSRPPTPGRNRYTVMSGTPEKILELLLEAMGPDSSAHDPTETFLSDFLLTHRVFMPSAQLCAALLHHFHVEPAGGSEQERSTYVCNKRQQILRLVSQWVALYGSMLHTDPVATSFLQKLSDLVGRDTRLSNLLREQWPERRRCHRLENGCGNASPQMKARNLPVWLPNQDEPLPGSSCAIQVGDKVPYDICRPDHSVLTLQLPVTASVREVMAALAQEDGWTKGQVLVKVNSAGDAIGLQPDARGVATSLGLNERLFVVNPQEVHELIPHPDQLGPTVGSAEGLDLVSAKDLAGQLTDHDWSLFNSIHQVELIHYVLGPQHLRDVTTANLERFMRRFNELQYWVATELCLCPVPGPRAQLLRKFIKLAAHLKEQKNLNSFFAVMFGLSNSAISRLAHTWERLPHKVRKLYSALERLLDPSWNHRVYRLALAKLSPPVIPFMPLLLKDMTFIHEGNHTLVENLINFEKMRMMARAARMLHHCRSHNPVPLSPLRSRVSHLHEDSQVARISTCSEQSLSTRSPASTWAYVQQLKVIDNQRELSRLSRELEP
EPAC2 agonist – qHTS for Agonist of cAMP-regulated guanine nucleotide exchange factor 4 (EPAC2): primary screen. EPAC2 activation, biochemical qHTS; response scale: 100% = 6.5 mM cAMP response. actives 0.079% (n = 360,000). Potency, µM (doses to about 154 µM), inactives show top-dose activation, usual class: activators. AID 720711, 2013. Rap guanine nucleotide exchange factor 4 (Homo sapiens), Q8WZA2; also: nearly all actives have a fitted effect of over 50% in size
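Nucleotide exchange monitored as fluorescence drop when BODIPY-GDP leaves Rap1B. Reaction: 100 nM EPAC2, 250 nM RAP1B-BODIPY-GDP, 50 uM GDP, room temperature, kinetic read over 30 min. Activity expressed relative to 6.5 mM cAMP.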
aSyn yeast inh – qHTS of alpha-syn Inhibitors; Yeast expressing alpha-synuclein, growth rescue, BacTiter-Glo, 24 h; Potency, µM (titrated, usually from 46.1 µM), for inactives: at the top dose growth rescue (activation), most hits filed as activators; actives 0.14% (n = 370,000); also: % of control where 0% means no effect; nearly all actives have a fitted effect of over 65% in size
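Galactose-induced alpha-syn yeast (OD600=0.02, raffinose-pregrown) + pinned cpd, 24 hr, 30 deg C; growth by BacTiter-Glo luminescence. Growth restoration scores as activation.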
FUS yeast rescue – qHTS for Suppressors of FUS Proteinopathy: Primary screen using FUS-linked yeast assay; S. cerevisiae FUS-expressing, growth rescue, OD600, 24 h; Potency, µM (top dose mostly 76.6 µM), for the others: top-dose growth rescue (activation), most hits filed as activators; actives 0.24% (n = 390,000);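 also: plate controls were DMSO vehicle for no effect and reference control for full effect; nearly all actives have a fitted effect of over 55% in size; some results filed as inactive show a strong effect at the top dose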
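Read-out: OD at 600 nm after 24hr at 30C, reporting rescue of FUS-induced yeast toxicity. Cells at OD 0.005 in galactose (2%) minimal medium; compounds tested in a dilution series; CP55940 titration from 92uM final as control.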
EPAC1 agonist – qHTS for Agonist of cAMP-regulated guanine nucleotide exchange factor 3 (EPAC1): primary screen | Rap guanine nucleotide exchange factor 3 (Homo sapiens), O95398 | EPAC1 agonist qHTS, biochemical assay; response scale: 100% = response to 6.5 mM cAMP | Potency, µM (series often up to 154 µM), inactives show at the top dose activation, hits mostly activators | actives 0.073% (n = 360,000) | AID 720707, 2013; also: nearly all actives have a fitted effect of over 60% in size
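Multi-concentration qHTS readout: loss of Rap1B-bound BODIPY-GDP fluorescence driven by 100 nM EPAC1 with excess GDP (50 uM), monitored kinetically at room temperature; agonist response expressed relative to 6.5 mM cAMP.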
PTHR1 ag – qHTS for PTHR1 Agonists: Primary Screen | Parathyroid hormone/parathyroid hormone-related peptide receptor (Homo sapiens), Q03431 | HEK293 GP2 PTHR1 cells, GloSensor cAMP luminescence, 1 h | Potency, µM (top dose mostly 115 µM), for inactives: top-dose activation, most hits filed as activators | actives 0.075% (n = 410,000); also: nearly all actives have a fitted effect of over 55% in size; some results filed as inactive show a strong effect at the top dose; inactives centre near -15; many of its hits are not listed in these tables
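HEK-293-derived GP2 cells expressing PTHR1 and a GloSensor cAMP reporter, 3,000/well, plated overnight, given luciferin plus IBMX (each 0.5 mM as added) for 1 h at 37 °C, then compound for 1 h at 37 °C. Luminescence was read after 15 min at room temperature.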
TDP43 rescue – qHTS of TDP-43 Inhibitors. TDP-43 expressing yeast growth rescue, BacTiter-Glo, 24 h. Potency, µM (top dose mostly 46.1 µM), without a hit: at the top dose growth rescue (activation), most hits filed as activators. actives 1.8% (n = 410,000); also: % of control where 0% means no effect; nearly all actives have a fitted effect of over 50% in size
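In this qHTS, compounds that restore growth of yeast expressing TDP-43 appear as activators. Cells (OD600=0.02, galactose medium, raffinose-pregrown) are incubated with compound 24 hr at 30 deg C and growth is quantified by BacTiter-Glo.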
An asterisk follows results filed as active; i = inactive; u = inconclusive; x = no result given; & = joins results of further samples; [ ] = another dose, or the depositor's remark. Calls follow the shape of the dose curve; as a rule, active = well fitted curve in the direction sought with a large enough effect; inconclusive = small, poorly fitted or top-dose-only effect, or another doubt; inactive = no such curve, though single readings can be large; an effect the other way counts as inactive or inconclusive. Potency is read from the fitted curve at half-maximal effect. This is a subset (hit frequency here may not be typical).

Molecule | FUS yeast rescue | PTHR1 ag | EPAC1 antagonist | EPAC2 antagonist | TDP43 rescue | EPAC1 agonist | EPAC2 agonist | aSyn yeast inh
C=CCCO[C@@H]1O[C@@H](C)[C@H](O)C[C@H]1O | -21.8% | i | -6.6% | 22.1% | -4.8% | -12.7% | 4.5% | -4.5%
CCOC(=O)N1CCN(C(=O)CSc2ccc(C(=O)OC)cc2[N+](=O)[O-])CC1 | 4.7% | i | 8.4% | -6.1% | 8.1% | 1.3% | 3.4% | -1.4%
COc1cc(-c2nnc(COC(=O)c3nn(CC(C)C)c(=O)c4ccccc34)o2)cc(OC)c1OC | 39.2% | i | 7.9% | 6.4% | 30.0% | -13.7% | 2.4% | -16.8%
COc1cc2cc(CN(CCCN3CCOCC3)C(=O)Nc3ccc(F)cc3)c(=O)[nH]c2cc1OC | -30.7% | i | -2.9% | 10.0% | 1.7% | -3.7% | 1.5% | 7.1%
COc1ccc(NS(=O)(=O)c2cccc(C(=O)N3CCN(C(=O)c4ccco4)CC3)c2)cc1 | 18.3% | -22.7% | 3.0% | 5.3% | 9.4% | 5.7% | -1.7% | 4.9%
S=c1[nH]c2cc(Br)cnc2[nH]1 | -21.6% | i | -7.9% | 3.5% | 5.1% | 1.6% | 4.8% | -7.4%
O=C(CNC(=O)c1cccs1)OCC(=O)c1ccc([N+](=O)[O-])cc1 | 19.0% | -0.6% | 1.9% | 5.7% | -1.1% | -6.2% | 1.2% | 3.5%
O=C(COc1ccccc1F)N1c2ccccc2CCc2ccccc21 | 33.2% | -4.2% | -4.8% | u | 12.2% | 1.9% | 20.1% | 6.4%
NC(c1csc(Nc2cc(Oc3ccccc3)ncn2)n1)C1CCCCC1 (centres undefined) | 16.2% | i | -6.3% | 14.0% | 9.7% | -4.5% | 1.9% | -10.6%
Cc1cccc(N=C2NC(=O)/C(=C/c3cccs3)S2)c1 | 10.2% | i | -4.3% | 2.9% | 12.2% | 8.8% | 7.3% | -7.7%
S=C1NCCc2ccc(Cl)cc2C1c1ccccc1Cl (centres undefined) | 39.2% | -92.7%[inhibitor] | 11.7% | 5.2% | u | 13.5% | 18.6% | u
COc1ccccc1OCCCn1c(=O)sc2ccccc21 | 27.1% | i | 9.4% | -2.7% | u | 10.9% | 9.9% | 14.8%
O=C(c1ccco1)N1CCN(C(=O)c2ccccc2OCc2ccc(Cl)cc2)CC1 | 4.2% | -16.8% | 2.0% | -1.6% | u | 0.4% | 4.6% | -0.9%
CC1(C(=O)NS(=O)(=O)c2cccc(C#N)c2)CCN1C(=O)CCC1CCCC1 (centres undefined) | 16.3% | -22.0% | -1.5% | 7.3% | u | -0.2% | -2.4% | 6.6%
COc1ccc(NC2CCCN(C(=O)c3ccc4nc(C)c(C)nc4c3)C2)cc1OC (centres undefined) | 25.2% | 12.1% | -0.8% | 4.8% | -7.8% | -6.7% | 4.3% | 1.9%
Cc1ccc(C(=O)NC(=S)Nc2ccc3[nH]c(=O)[nH]c3c2)cc1 | 8.5% | i | -5.2% | -6.4% | -1.4% | 3.0% | -0.7% | 1.2%
COc1ccc(-c2cc(C(=O)NCC(c3ccco3)N(C)C)c3ccccc3n2)cc1OC (centres undefined) | 7.0% | -6.0% | 13.0% | 4.0% | 9.2% | -2.7% | 2.1% | 2.0%
O=C(O)c1ccccc1C(=O)N(c1ccccc1)c1ccccc1 | 3.1% | -23.7% | -7.5% | -5.1% | -5.2% | 0.4% | 9.9% | -11.4%
COc1c(Cl)cc(Cl)cc1C(=O)Nc1ccc(C(=O)O)cc1 | 16.8% | i | -15.3% | 0.4% | 3.6% | 6.3% | -0.7% | u
COC(=O)[C@]1(Cc2ccccc2)N[C@H](c2ccc(-c3cc(C(C)=O)cs3)cc2)[C@@H]2C(=O)N(C)C(=O)[C@@H]21 | -2.8% | 1.0% | -6.8% | -12.6% | -4.3% | 10.0% | -5.2% | -3.2%
Cc1ccc(C)c(NC(=O)Cn2nnc(-c3ccc(N4CCOCC4)cc3)n2)c1 | -24.3% | i | -6.5% | 0.5% | 2.8% | 1.6% | 4.7% | -7.7%
CN(C(=O)CSc1nc(N)nn1-c1ccccc1)c1ccccc1 | 12.4% | i | -8.3% | -5.1% | 0.0% | -8.8% | 2.9% | 2.4%
CCOC(=O)Nc1ccc(NC(=O)OCC)cc1 | -17.1% | i | -9.3% | 3.5% | -20.7% | -6.1% | 0.2% | -2.2%
O=C(c1ccccc1)c1cccn1CC(=O)N1CCN(c2ccc(F)cc2)CC1 | 43.8% | i | -16.5% | -4.1% | 4.9% | 5.8% | 13.3% | 19.6%
CCn1c(SCC(=O)NC2CCCCC2)nnc1C(CO)NC(=O)c1ccccc1 (centres undefined) | 7.2% | -20.7% | -7.6% | -4.8% | -4.3% | -6.5% | 12.6% | 0.3%
O=C(CSc1ncnc2nc[nH]c12)N1CCOCC1 | 5.6% | i | 8.9% | 5.5% | -21.5% | -7.3% | 4.0% | -4.1%
Cc1ccc2ccccc2c1NC(=O)CNCc1ccccc1 | -3.8% | i | 4.2% | 0.4% | 8.2% | 15.0% | 1.1% | 8.5%
Cc1nc2cccnc2nc1C | -24.9% | 4.3% | 0.7% | -17.4% | 9.4% | -5.7% | -3.7% | -1.6%
CN(C)S(=O)(=O)c1ccc(C(=O)N2CCOCC2)cc1 | -8.6% | -6.8% | 6.1% | 12.7% | -1.7% | -4.3% | 2.9% | x
CCCOc1ccc(C(=O)Nc2cc(S(=O)(=O)N3CCOCC3)ccc2N2CCN(CC)CC2)cc1OC | x | -6.0% | 10.3% | 1.6% | -14.0% | 9.0% | 14.0% | -4.7%
COc1ccc(CCN2C(=O)C3C4C=CC(C3C2=O)C2C(=O)N(CCc3ccc(OC)c(OC)c3)C(=O)C42)cc1OC (centres undefined) | 29.0% | -19.7% | -2.5% | 4.2% | -19.0% | 1.5% | 3.0% | -0.1%
C=CCn1c(=O)c(C(=O)Nc2cccnc2)c(O)c2ccccc21 | -17.5% | i | -17.8% | -11.8% | -44.3%[inhibitor] | -4.9% | -21.2% | -9.4%
COc1ccccc1NC(=O)Cc1noc(CSc2nnc(N)s2)n1 | 14.3% | -10.3% | -4.1% | -19.2% | 8.8% | -0.2% | 2.0% | -10.0%
CCOc1ccccc1NC(=O)C1CCCN(S(=O)(=O)c2ccc(OC)c(C)c2)C1 (centres undefined) | -2.7% | -23.8%[57.5 µM] | -2.9% | -0.5% | 1.1% | 5.3% | 4.9% | 2.4%
CC(=O)Nc1ccc(C(=S)NCc2ccco2)cc1 | 24.8% | -6.9%[57.5 µM] | -0.5% | 16.7%[57.1 µM] | 3.4% | -12.3% | 3.8% | -4.0%
O=C(Cn1ncc2c([nH]c3ccccc32)c1=O)NCC1CCN(Cc2ccc(F)cc2)CC1 | 5.8%&-11.3% | -19.5% | -25.0% | 8.4% | -10.5%&14.2% | 5.6% | 3.2% | -9.5%
COc1ccc(N2COC3c4cccc5cccc(c45)C32)cc1 (centres undefined) | 25.3% | -13.3% | -1.5% | -0.5% | 11.2µM* | 7.8% | 3.3% | -5.9%
COc1cccc(CN(C)C(=S)Nc2ccc(C)c(C)c2)c1 | 2.1% | -28.7% | 5.7% | -16.1% | 0.0%[9.22 µM] | 11.2% | 12.3% | -8.6%
O=C(Nc1ccc(NC(=S)NC(=O)c2cccs2)cc1)c1ccco1 | -9.8% | -1.9% | -24.7% | -7.2% | 13.0% | -3.7% | 0.2% | -0.3%
Cc1ccnc(NC(=O)c2ccccc2NC(=O)c2ccccc2)c1 | -3.5% | -17.6% | 5.1% | -4.5% | u | -10.0% | 11.5% | -20.7%
CCc1nc2ccc(C(=O)NCCc3ccccc3OC)cc2nc1CC | u | -30.3%&-51.4%[inhibitor] | -17.4% | 1.7% | u | -16.9% | 10.7% | 0.7%
O=C(CNC(=O)c1ccc(Br)o1)Nc1ccccc1 | -9.1% | -3.3% | 5.0% | 18.3% | 11.5% | 14.8% | 5.5% | -2.0%
CC(C)(C)c1cc(-c2nc(N)nc(N)n2)c(O)c(C(C)(C)C)c1 | 30.6% | -22.0% | u | -28.7% | -88.4%[inhibitor] | -14.9% | -6.9% | -59.6%[inhibitor]
Cc1ccc(Cn2c(=O)c3c(nc4n3CCCN4Cc3ccccc3)n(C)c2=O)cc1 | -47.7% | -20.8% | 3.5% | -4.1% | 9.9% | 10.0% | 3.9% | 3.8%
COc1ccc(C(=O)NC(C)c2nc3ccccc3n2C)cc1OC (centres undefined) | 5.8% | -36.4% | 7.5% | -1.6% | 2.1% | 2.5% | 1.6% | 0.9%

3 of the entries above in order of the EPAC1 antagonist value, smallest number first.
SMILES | EPAC1 antagonist
O=C(Cn1ncc2c([nH]c3ccccc32)c1=O)NCC1CCN(Cc2ccc(F)cc2)CC1 | -25.0%
Cc1ccc(Cn2c(=O)c3c(nc4n3CCCN4Cc3ccccc3)n(C)c2=O)cc1 | 3.5%
COc1cccc(CN(C)C(=S)Nc2ccc(C)c(C)c2)c1 | 5.7%

Remaining list, next part:
Molecule | FUS yeast rescue | PTHR1 ag | EPAC1 antagonist | EPAC2 antagonist | TDP43 rescue | EPAC1 agonist | EPAC2 agonist | aSyn yeast inh
CCN(CC)CCN=c1c(C)nc(C#N)c(N)n1O | -5.6% | i | 2.1% | 0.9% | -1.5% | -3.4% | 6.9% | -3.1%
N/C(=N\C(=S)Nc1ccccc1)c1ccccc1 | -5.1% | -21.1% | -6.5% | 2.8% | u | 9.4% | 6.0% | -10.7%
Cc1ccccc1C(=O)N/N=C1/SCC(=O)N1Cc1ccccc1 | -6.1% | i | 8.9% | 7.4% | -3.4% | 9.3% | 2.9% | -0.9%
Cc1ccc(S(=O)(=O)N2[C@@H](c3ccccc3F)C(C(=O)O)=CC[C@H]2c2cccc(C)c2)cc1 | 6.5% | -41.0%[inhibitor] | 18.2% | 3.7% | -13.3% | -21.8% | -9.1% | 0.8%
COc1ccccc1NC(=O)Nc1ccc(Br)cn1 | -17.7% | i | 6.4% | 6.0% | 16.1% | 10.9% | 3.5% | 2.0%
